Screening data deposited in PubChem by National Center for Advancing Translational Sciences (NCATS).
Mm-Cpn inhibitor: M. maripaludis TRiC chaperonin inhibition; purified Mm-Cpn ATPase, ADP Transcreener TR-FRET; Potency, µM (series often up to 76.9 µM), without a hit: at the top dose activity, negative = inhibition, hits mostly inhibitors; 0.031% of 330,000 active; AID 504842; also: potency is read from the fitted curve at half-maximal effect; % is scaled to controls: 0 for no effect and ±100 for the full control effect; nearly all actives have a fitted effect of over 80% in size
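ATP (10 uM final) was added to archaeal chaperonin (25 nM final) after 10 min exposure to test compound at 37°C; after 30 min further incubation, ADP was detected by competitive TR-FRET.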
CCT modulator: changes cytosolic chaperonin activity; purified chaperonin ATPase assay, HTRF ADP detection, 30 min; activity change, % (test concentration not listed), hits read low; 0.3% of 360,000 active; in the data active = activity change below about -30%; also: % is scaled to controls: 0 for no effect and ±100 for the full control effect
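ATPase activity: ADP formed was measured by HTRF Transcreener (665/615 nm ratio) after 30 min at 37 deg C with 10 uM ATP. Compounds screened at one 76 uM concentration against 40 or 20 nM TRiC in Tris pH 7.4/KCl/MgCl2/DTT buffer.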
WRN helicase inh: blocks human WRN helicase. Q14191. WRN helicase unwinding, fluorescent forked duplex, kinetic. Potency, µM (top dose mostly 114 µM), without a hit: at the top dose activity change, negative = inhibition, most hits filed as inhibitors. 0.46% of 360,000 active; also: potency is read from the fitted curve at half-maximal effect; % is scaled to controls: 0 for no effect and ±100 for the full control effect; nearly all actives have a fitted effect of over 55% in size
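Kinetic fluorescence helicase assay: unwinding of a quenched forked DNA duplex (100 nM final) with 2 mM ATP final raises red fluorescence (525/598 nm). Compounds sat 15 min at room temperature with 20 nM WRN beforehand.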
EPAC1 agonist: agonists of human EPAC1; EPAC1 agonist qHTS, biochemical assay; response scale: 100% = response to 6.5 mM cAMP; 0.073% of 360,000 active; AID 720707; O95398; Potency, µM (highest dose often 154 µM), without a hit: top-dose activation, actives largely listed as activators; also: potency is read from the fitted curve at half-maximal effect; nearly all actives have a fitted effect of over 60% in size
Target sequence (O95398 whole entry, looked up): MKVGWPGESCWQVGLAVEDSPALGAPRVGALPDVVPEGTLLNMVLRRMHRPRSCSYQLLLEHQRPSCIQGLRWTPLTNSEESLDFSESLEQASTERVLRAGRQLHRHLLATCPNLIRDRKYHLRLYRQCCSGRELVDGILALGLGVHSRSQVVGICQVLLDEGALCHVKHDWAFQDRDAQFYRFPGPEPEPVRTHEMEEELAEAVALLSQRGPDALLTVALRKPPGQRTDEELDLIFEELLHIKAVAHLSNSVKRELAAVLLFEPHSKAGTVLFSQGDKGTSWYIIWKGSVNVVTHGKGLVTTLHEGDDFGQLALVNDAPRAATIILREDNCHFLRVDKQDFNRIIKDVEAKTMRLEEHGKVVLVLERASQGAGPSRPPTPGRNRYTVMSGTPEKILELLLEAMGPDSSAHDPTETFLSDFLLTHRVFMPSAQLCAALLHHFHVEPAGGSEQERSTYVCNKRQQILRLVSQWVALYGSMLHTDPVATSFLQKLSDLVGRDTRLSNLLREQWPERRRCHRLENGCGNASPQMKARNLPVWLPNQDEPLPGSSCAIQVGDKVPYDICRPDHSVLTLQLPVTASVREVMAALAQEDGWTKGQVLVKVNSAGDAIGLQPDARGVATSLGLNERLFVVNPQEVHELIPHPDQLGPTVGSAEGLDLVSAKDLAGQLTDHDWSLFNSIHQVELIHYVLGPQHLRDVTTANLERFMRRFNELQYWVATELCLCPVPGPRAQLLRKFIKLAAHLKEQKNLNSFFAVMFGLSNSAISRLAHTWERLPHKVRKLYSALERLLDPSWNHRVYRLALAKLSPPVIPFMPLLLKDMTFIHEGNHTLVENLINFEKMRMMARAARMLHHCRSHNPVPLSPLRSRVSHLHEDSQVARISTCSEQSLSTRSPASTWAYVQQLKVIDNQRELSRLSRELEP
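Normalized to 6.5 mM cAMP, activity reflects EPAC1-catalysed release of BODIPY-GDP from Rap1B, followed kinetically over 30 min at 480 nm excitation, 540 nm emission. Reaction contained 100 nM EPAC1, 250 nM Rap1B-BODIPY-GDP, 50 uM GDP.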
EPAC1 antag: antagonists of human EPAC1; EPAC1 GEF assay, Rap1b-BODIPY-GDP exchange fluorescence; AID 720709; O95398; 0.14% of 360,000 active; Potency, µM (doses to about 115 µM), without a hit: top-dose activity change, negative = inhibition, usual class: inhibitors;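 also: potency is read from the fitted curve at half-maximal effect; plate controls were vehicle for no effect and positive control for full effect; nearly all actives have a fitted effect of over 50% in size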
PLK1 PBD block: PLK1 (human) polo-box domain binding inhibition; Plk1 PBD binding of FITC phosphopeptide, fluorescence polarization; Potency, µM, for inactives: max response, negative = inhibition, actives largely listed as inhibitors; 2.8% of 360,000 active; also: potency is read from the fitted curve at half-maximal effect; series mostly up to about 57 µM; % is scaled to controls: 0 for no effect and ±100 for the full control effect; nearly all actives have a fitted effect of over 65% in size
PI5P4K alpha inh: blocks human PI5P4K alpha kinase activity; P48426; PI5P4Kalpha enzyme, ADP-Glo luminescence, 60 min; stronger effect = lower value; max response, %; 1.2% of 330,000 active; AID 652105; active = max response of -50% or lower; inconclusive = between -30% and -50%; inactive = -30% or higher; also: value at the top dose of about 77 µM; % is scaled to controls: 0 for no effect and ±100 for the full control effect
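qHTS, 1536-well: enzyme/substrate mix, compound by pin tool, 5 microM ATP final; RT 60 min; ADP-Glo reagents 1 (45 min) then 2 (30 min); luminescence.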
EPAC2 antag: blocks human EPAC2 exchange factor; EPAC2 GEF exchange of Rap1B-BODIPY-GDP, fluorescence; 0.18% of 360,000 active; Potency, µM (top dose mostly 114 µM), for inactives: at the highest dose activity, negative = inhibition, hits mostly inhibitors; Q8WZA2; also: potency is read from the fitted curve at half-maximal effect; % is scaled to controls: 0 for no effect and ±100 for the full control effect; nearly all actives have a fitted effect of over 45% in size; many of its hits are not listed in these tables
* = called active by the depositor; ? = inconclusive; / = not tested or not shown; [ ] = another dose, or the depositor's remark. Unless noted, calls follow the shape of the dose curve; as a rule, active = well fitted curve in the direction sought with a large enough effect; inconclusive = small, poorly fitted or top-dose-only effect, or another doubt; inactive = no such curve, though single readings can be large; an effect the other way counts as inactive or inconclusive. The list is partial (hit frequency here may not be typical).

Screens in order: Mm-Cpn inhibitor, CCT modulator, WRN helicase inh, EPAC1 agonist, EPAC1 antag, PLK1 PBD block, PI5P4K alpha inh, EPAC2 antag
> Cc1nnc(N/N=C/c2ccccn2)[nH]c1=O
  0%, 2.9, -14%, 12%, 2%, -1%, 2, 9%
> CCCNS(=O)(=O)c1ccc(CCC(=O)NCC2CCCO2)cc1 (stereo not drawn)
  0%, 1.7, -4%, 9%, 1%, -4%, 1, -3%
> CCCN(Cc1cc2cc(C)ccc2[nH]c1=O)C(=O)c1cccc([N+](=O)[O-])c1
  -1%, -6.0, 3%, 6%, -2%, -5%, -3, -4%
> CN(CC(=O)Nc1cccc(C(F)(F)F)c1)C1=NS(=O)(=O)c2ccccc21
  1%, 2.5, -4%, -5%, -6%, 3%, 3, -6%
> COC(=O)c1ccc(NC(=S)N2CCN(C)CC2)cc1
  2%, 0.7, -1%, 3%, -14%, -10%, 2, 8%
> COc1ncnc2sc(-c3ccccc3)cc12
  -1%, -0.5, 2%, 5%, -11%, -1%, /, 5%
> CCCOc1ccc(N2C(=O)CC(N3CCC(C(=O)OCC)CC3)C2=O)cc1 (stereo not drawn)
  2%, -0.8, -2%, -5%, 2%, -5%, /, 3%
> O=C(COC(=O)c1cc(S(=O)(=O)N2CCCCC2)ccc1N1CCOCC1)NC1CCS(=O)(=O)C1 (stereo not drawn)
  0%, 1.2, 0%, 2%, -5%, 1%, 2, 13%
> CC1(C)Oc2ccc(C(=O)N3CCCCC3)cc2N(CC(=O)NCc2ccccc2)C1=O
  0%, 0.1, 8%, -2%, 12%, 2%, -4, 9%
> O=c1c2ccccc2ncn1-c1ccc(Br)cc1[N+](=O)[O-]
  -4%, -2.4, 4%, 10%, -12%, 5%, -2, -15%
> COc1ccc(F)cc1CN1CCN(C(=O)CCC(=O)Nc2nnc(C(C)C)s2)CC1
  -1%, 2.8, 3%, 1%, 10%, -6%, 9, 15%
> CN1CCN(C(=O)c2ccc(N(C)S(=O)(=O)c3cccs3)cc2)CC1
  -2%, -5.3, 1%, 5%, 5%, -11%, -1, -1%
> COc1ccc(N2CC(C(=O)N[C@@H](C)C(=O)NC(C)c3ccccc3)CC2=O)cc1 (stereo partly drawn)
  -8%, -0.3, 15%, -22%, -23%, -4%, 5, 9%
> O=C(COc1ccc(S(=O)(=O)N2CCCC2)cc1Cl)NCc1cccnc1
  2%, -1.7, 0%, -10%, -16%, -11%, -2, -2%
> Cc1nc(SCC(=O)Nc2ccc(F)cc2)c(C#N)c(C)c1CC(=O)c1ccc(Br)cc1
  -1%, -5.8, 4%, 2%, -6%, -6%, 1, 0%
> O=S(=O)([N-]c1nc2ccccc2nc1-[n+]1ccc(Cc2ccccc2)cc1)c1ccc(Br)s1
  -3%, -3.3, ?, 6%, -24%, -7%, -20, -3%
> CC(=O)c1ccc(N2CCN(CC3CCCCC3)CC2)cc1
  1%, -0.2, -28%, -2%, -10%, -18%, -8, -3%
> CCN(C(=O)COC(=O)Cc1c[nH]c2ccccc12)c1c(N)n(Cc2ccccc2)c(=O)[nH]c1=O
  1%, -0.1, -4%, -8%, -8%, -4%, -3, -4%
> Cc1ccc2nc(N3CC(=O)Nc4ccccc43)nc(-c3ccccc3)c2c1
  1%, -1.6, 7%, 1%, -6%, 0%, 5, 3%
> Cc1cccc(OCCCCCn2ccnc2)c1
  -1%, -0.5, 2%, -1%, 10%, 4%, -3, -1%
> O=C(CNC(=O)c1ccccc1Cl)Nc1ccncc1
  ?, 1.2, -2%, 0%, -2%, -4%, 0, 8%
> CCOc1ccc(CN(C)C(=O)c2ccc(=O)[nH]c2)cc1
  0%, -4.2, 4%, 5%, 1%, -16%, 3, -1%
> COc1ccc(N(CC(=O)Nc2ccc3c(c2)OCO3)S(=O)(=O)c2ccc(F)cc2)cc1
  -1%, -1.0, -29%, 0%, -22%, -7%, -15, -10%
> CC1Oc2ccccc2N(CC(=O)N2CCc3ccccc32)C1=O (stereo not drawn)
  1%, -2.4, 1%, -5%, -23%, -14%, 13, -4%
> COc1ccccc1CNC(=O)OCc1nccnc1C(=O)Nc1ccc(Br)cn1
  4%, 2.1, -1%, -3%, -2%, 4%, -6, 4%
> COc1cccc(-c2cnc(C(O)c3ccccc3)[nH]2)c1 (stereo not drawn)
  /, -0.4, 11%, -3%, 4%, 1%, 0, 11%
> Cc1ccc(C(=O)c2coc3c2C(=O)C(=O)c2ccccc2-3)cc1
  -3%, -1.8, -18%, 9%, 8%, ?, /, 1%
> CC1CN(C(=O)c2cccs2)CC(C)O1 (stereo not drawn)
  0%, -1.3, -7%, -10%, -2%, 5%, 1, 0%
> CC(=O)c1cccc(NC(=O)COC(=O)c2cccc(N3C(=O)c4ccccc4C3=O)c2)c1
  0%, -1.1, -3%, -4%, -27%, -15%, -8, 1%
> CCOC(=O)C1=CCC(c2cc3ccccc3[nH]2)NC1 (stereo not drawn)
  /, /, 0%, 9%, 10%, -11%, 7, -12%
> O=C(CSc1ccc2nnc(CCNS(=O)(=O)c3ccccc3)n2n1)Nc1nc2ccccc2s1
  1%, -3.1, -27%, -4%, 6%, -21%, -5, -1%
> Cc1ccc(CN2CCN(Cc3cccc(C)n3)CC2CCO)cc1 (stereo not drawn)
  0%, -3.0, 4%, 4%, ?, -13%, 0, 0%
> CCOc1ccc(/C(C)=N/NC(=O)Cn2nc([N+](=O)[O-])cc2C)cc1
  3%, 3.9, -25%, -9%, -1%, -26%, 2, 6%
> Cc1cc2ccccn2c1C(=O)c1cccc(F)c1
  3%, 0.3, -10%, -1%, 1%, 3%, 12, ?
> Cc1cc(NC(=O)CCCC(=O)N(CC(=O)NC2CCCCC2)c2ccccc2)no1
  -1%, -1.9, 1%, 1%, 14%, 1%, /, 7%
> CC(=O)OCC1(C)CN(c2ccccc2)N(C(=O)c2ccc(F)cc2)C1=O (stereo not drawn)
  2%, -1.0, 9%, -1%, -8%, -25%, -1, -1%[57.1 µM]
> CSc1nc(NC(C)(C)C)nc(Oc2ccc(=O)n(C)n2)n1
  1%, 0.0, -1%, 9%, -16%, -10%, 0, 3%
> Cc1nn(-c2ccc(F)cc2)c(Cl)c1/C=C/C(=O)N1CCNC(=O)C1
  -2%, -2.2, 4%, 20%, -1%, -7%, 3, 22%
> O=C(CCC(=O)N1CCN(c2cccc(Cl)c2)CC1)c1cccs1
  0%, -0.9, -6%, -2%, -11%, 5%, -20, -13%
> CCOC(=O)C1(NC(=O)CN2C(=O)c3ccccc3C2=O)CCCC1
  /, 2.2, 9%, 0%, 7%, 2%, -7, 21%
> CCCCOc1ccc(C(=O)NCC(=O)NCC(c2ccc(OC)cc2)N2CCCC2)cc1 (stereo not drawn)
  0%, 0.4, -3%, -1%, 8%, -3%, 0, 4%
> COc1ccc(C(=O)N/C(=C/c2ccccc2F)C(=O)NCCN2CCOCC2)cc1OC
  -2%, -1.1, -6%, -2%, 12%, 21µM*, 13, 17%
> O=C(/C=C/c1cccs1)Nc1nccs1
  -6%, -3.1, -6%, 10%, -13%, -6%, -1, 18%
> OCCC#Cc1ccc(N2C(c3ccsc3)=Cc3ccc(F)cc3C2c2c[nH]c3ccccc23)cc1 (stereo not drawn)
  /, 1.4, -1%, 12%, 1%, -1%, 0, 6%
> NC(=O)c1nsc(C(=O)N(c2ccc(F)cc2)C(C(=O)NCC2CCCO2)c2c[nH]c3ccccc23)c1N (stereo not drawn)
  0%, 0.9, -13%, 3%, ?, -10%, 7, -16%

11 entries from above, as a markdown table.
| canonical_smiles | Mm-Cpn inhibitor | CCT modulator | WRN helicase inh | EPAC1 agonist | EPAC1 antag | PLK1 PBD block | PI5P4K alpha inh | EPAC2 antag |
| --- | --- | --- | --- | --- | --- | --- | --- | --- |
| O=C(CSc1ccc2nnc(CCNS(=O)(=O)c3ccccc3)n2n1)Nc1nc2ccccc2s1 | 1% | -3.1 | -27% | -4% | 6% | -21% | -5 | -1% |
| Cc1ccc(CN2CCN(Cc3cccc(C)n3)CC2CCO)cc1 (stereo not drawn) | 0% | -3.0 | 4% | 4% | ? | -13% | 0 | 0% |
| CCOc1ccc(/C(C)=N/NC(=O)Cn2nc([N+](=O)[O-])cc2C)cc1 | 3% | 3.9 | -25% | -9% | -1% | -26% | 2 | 6% |
| Cc1cc2ccccn2c1C(=O)c1cccc(F)c1 | 3% | 0.3 | -10% | -1% | 1% | 3% | 12 | ? |
| Cc1cc(NC(=O)CCCC(=O)N(CC(=O)NC2CCCCC2)c2ccccc2)no1 | -1% | -1.9 | 1% | 1% | 14% | 1% | / | 7% |
| CC(=O)OCC1(C)CN(c2ccccc2)N(C(=O)c2ccc(F)cc2)C1=O (stereo not drawn) | 2% | -1.0 | 9% | -1% | -8% | -25% | -1 | -1%[57.1 µM] |
| CSc1nc(NC(C)(C)C)nc(Oc2ccc(=O)n(C)n2)n1 | 1% | 0.0 | -1% | 9% | -16% | -10% | 0 | 3% |
| Cc1nn(-c2ccc(F)cc2)c(Cl)c1/C=C/C(=O)N1CCNC(=O)C1 | -2% | -2.2 | 4% | 20% | -1% | -7% | 3 | 22% |
| O=C(CCC(=O)N1CCN(c2cccc(Cl)c2)CC1)c1cccs1 | 0% | -0.9 | -6% | -2% | -11% | 5% | -20 | -13% |
| CCOC(=O)C1(NC(=O)CN2C(=O)c3ccccc3C2=O)CCCC1 | / | 2.2 | 9% | 0% | 7% | 2% | -7 | 21% |
| CCCCOc1ccc(C(=O)NCC(=O)NCC(c2ccc(OC)cc2)N2CCCC2)cc1 (stereo not drawn) | 0% | 0.4 | -3% | -1% | 8% | -3% | 0 | 4% |

Later entries.
Screens in order: Mm-Cpn inhibitor, CCT modulator, WRN helicase inh, EPAC1 agonist, EPAC1 antag, PLK1 PBD block, PI5P4K alpha inh, EPAC2 antag
> COc1cccc2cc(C(=O)NCc3ccc(C)cc3)c(=O)oc12
  0%, -9.9, -11%, 5%, 16%, -15%, 2, -18%
> CCN(c1ccccc1)S(=O)(=O)c1cc(CN2C(=O)c3cccnc3C2=O)ccc1OC
  ?, -4.1, -10%, -1%, -20%, -5%, -12, -5%
> COC(=O)CCN(C(=O)c1ccc([N+](=O)[O-])cc1)c1ccccn1
  -1%, -0.8, -22%, -1%, 12%, 5%, -5, 9%
> CCCN(CCC)C(=O)CC(c1ccccc1)c1ccc(C)cc1O (stereo not drawn)
  2%, 1.0, 6%, 5%, ?, -2%, /, -24%
> CN(C)c1cc(NC(=O)CNC(C)(C)CC(C)(C)C)c2ccccc2n1
  0%, 3.1, -21%, -1%, -12%, -2%, 0, -5%
> Cc1ccc(NS(=O)(=O)c2cccc(C(=O)NCCCN3CCCC3=O)c2)cc1
  1%, 1.0, -7%, 0%, 11%, -1%, 9, -3%
> CCCN(C(=O)Cc1nc(N)n[nH]1)C1(C(=O)Nc2ccccc2C)CCCCC1
  0%, -2.5, 1%, 9%, -5%, -3%, -1, -2%
